LANA DNA inh – blocks KSHV LANA C-terminal domain binding to DNA. MBP-C-LANA/FAM-LBS DNA binding, fluorescence polarization. inhibition, % at 9 µM. 0.078% of 340,000 active. AID 504423;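 active = highest replicate inhibition at or above 60% at 9 µM, even if other replicates fall short; inactive = all replicates below 60% inhibition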;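 also: 0% = neutral control wells and 100% = 4 µM acridine orange control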
Arr AP2 block – human beta-arrestin and AP2 interaction inhibition. inhibition, % at 10 µM. AID 504490. FITC-arrestin peptide / GST-AP2 beads, flow cytometry; AP2 beta2 appendage carries R879A mutation. 0.31% of 340,000 active;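 active = inhibition above a set limit, near 3 SD of compounds lacking own fluorescence, cut at about 54% in these data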;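 also: plate controls were DMSO wells for no effect and 5 µM unlabelled arrestin peptide for full effect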
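Measured by: flow cytometry, FL1 (488/535 nm); Material: AP2 appendage R879A on GSH beads; Evaluation: percent response; Timing: pre-incubation 12 min, peptide binding 1 h, room temperature; Also added: 50 nM FITC-arrestin peptide; Medium: PBS with 0.05% Tween 20 and 0.1% BSA.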
CAL PDZ FP-1 – inhibitors of human CAL PDZ peptide binding. Q9HD26. purified CAL PDZ, TMR-peptide fluorescence polarization, 1 h. inhibition, % at 20 µM. 0.02% of 330,000 active. AID 504414;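 active = highest replicate inhibition of at least 40%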;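 also: plate controls were DMSO neutral control wells for no effect and unlabeled competitor peptide control wells for full effect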
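Test system: purified CerCALP PDZ construct; Compound dosing: one concentration, 20 µM compound; Also added: TMR-labelled reporter peptide T*-PRC34 bound in PDZ groove; Read-out: inhibition from polarization loss; Controls: unlabelled peptide and DMSO controls; Signal: FP readout, S and P plane fluorescence; Incubation: 1 h at RT.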
Keap1-Nrf2 PPI – disrupts human Keap1 binding to Nrf2 peptide. Keap1 Kelch-Nrf2 peptide fluorescence polarization, 1536-well. Q14145. 0.15% of 340,000 active. AID 504523. inhibition, % at 9.4 µM; in the data active = inhibition above about 12%;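 also: human Keap1 Kelch domain with fluorescein labeled Nrf2 9mer peptide probe; 0% = neutral control wells and 100% = peptide positive control; higher means more block of Keap1 binding to Nrf2 peptide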
NSD2 inh – NSD2 (human) methyltransferase inhibition; O96028; NSD2 peptide methylation, AlphaScreen, 120 min; inhibition, % at 12.5 µM; 0.54% of 310,000 active; in the data active = inhibition above about 50%
DAGLB inh – diacylglycerol lipase beta (human) inhibition; 0.059% of 340,000 active; Q8NCG7; AID 504411; HEK293T DAGLB membrane lysate, EnzChek fluorogenic substrate; inhibition, % at 5.17 µM; in the data active = inhibition above about 34%;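 also: 0% = enzyme with vehicle and 100% = wells lacking enzyme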
CAL PDZ FP-2 – CAL PDZ (human) peptide binding inhibition; inhibition, % at 24.9 µM; purified CAL PDZ, TMR-peptide fluorescence polarization, 1 h; 0.92% of 300,000 active; AID 602252; Q9HD26;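 active = mean inhibition of at least 30% with at least half of replicates also reaching 30%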;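 also: 0% = DMSO neutral control and 100% = excess unlabeled competitor peptide PRC23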
Cardiac RTF inh – cardiac RTF calcium desensitization; IANBD-labeled cardiac RTF, Ca2+ fluorescence; inhibition, % at 7.15 µM; 0.12% of 340,000 active; AID 493244;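 active = inhibition above the mean inhibition of all tested compounds plus 3 SD, cut at about 17% in these data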;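 also: assay run at fixed EC70 calcium of 1.6 mM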
Pemphigus Ab inh – inhibitors of pemphigus antibody binding to human desmoglein-3; P32926; DSG3-coupled beads, scFv-anti-DSG3-GFP binding, flow cytometry; stronger effect = lower value; binding (percent of control), % at 10 µM; 0.48% of 310,000 active; AID 588358;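 active = binding more than 3 SD below its plate's average and above zero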;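 also: hits lower antibody fragment binding to DSG3; some compounds called inactive have numbers as strong as hits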
Target sequence (P32926 whole entry, looked up, the tested form may be a part): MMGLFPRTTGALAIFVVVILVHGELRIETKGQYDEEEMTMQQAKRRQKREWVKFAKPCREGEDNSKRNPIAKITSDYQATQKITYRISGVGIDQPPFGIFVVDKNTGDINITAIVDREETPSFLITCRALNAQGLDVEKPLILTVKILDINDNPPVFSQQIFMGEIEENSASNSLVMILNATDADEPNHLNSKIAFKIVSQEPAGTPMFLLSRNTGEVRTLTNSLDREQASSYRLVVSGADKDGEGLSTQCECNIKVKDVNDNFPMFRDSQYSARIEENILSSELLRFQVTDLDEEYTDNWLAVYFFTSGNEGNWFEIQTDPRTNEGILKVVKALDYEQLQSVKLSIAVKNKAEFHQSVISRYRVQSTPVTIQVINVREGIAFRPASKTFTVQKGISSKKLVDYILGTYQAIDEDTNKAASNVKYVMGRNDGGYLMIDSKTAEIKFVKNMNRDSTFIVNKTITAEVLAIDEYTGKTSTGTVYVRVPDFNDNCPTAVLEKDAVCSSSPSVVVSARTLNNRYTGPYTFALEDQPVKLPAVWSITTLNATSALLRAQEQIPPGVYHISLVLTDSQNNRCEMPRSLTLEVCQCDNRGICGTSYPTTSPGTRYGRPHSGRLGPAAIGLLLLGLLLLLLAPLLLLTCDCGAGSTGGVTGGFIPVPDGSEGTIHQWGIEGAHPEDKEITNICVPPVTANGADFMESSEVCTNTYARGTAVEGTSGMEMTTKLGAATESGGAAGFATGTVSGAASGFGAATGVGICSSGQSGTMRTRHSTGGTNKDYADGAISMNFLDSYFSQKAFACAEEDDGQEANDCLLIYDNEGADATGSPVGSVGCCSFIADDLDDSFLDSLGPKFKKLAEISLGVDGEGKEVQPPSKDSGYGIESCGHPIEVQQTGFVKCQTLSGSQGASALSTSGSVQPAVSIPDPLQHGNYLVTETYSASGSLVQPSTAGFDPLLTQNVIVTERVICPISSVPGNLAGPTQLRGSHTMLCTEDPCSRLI
V-ATPase pHluor – regulators of yeast V-ATPase proton transport. S. cerevisiae, pHLuorin cytosolic pH fluorescence. response, % at 10 µM. 0.37% of 350,000 active. AID 504577; in the data active = response mostly above about 7.3%, no sharp cut-off; inactive = mostly below about 5.4%; also: actives read high; inactives centre near 0; some compounds called inactive have numbers as strong as hits
Numbers without * were called inactive; . = no result given.

1) CCOc1ccc(NC(=S)N2CCN(S(=O)(=O)c3ccc(OC)cc3)CC2)cc1
2) O=C(COC(=O)/C=C/c1ccc(OC(F)F)cc1)NC(=O)NC1CCCCC1
3) O=C(C/C=N\OCc1ccc([N+](=O)[O-])cc1)Nc1ccc(Br)cc1
4) O=C(COc1cccc(C(F)(F)F)c1)NNC(=O)Cn1c(=O)cnc2ccccc21
5) CCOc1ccccc1-n1nnnc1SCC(=O)Nc1cc(C)on1
6) NC(=O)c1cccnc1Nc1ccccc1Cl
7) Cc1cc(C)n(-c2nc3c(c(=O)[nH]c(=O)n3C)n2Cc2cccc(Br)c2)n1
8) COc1ccccc1Nc1nc(NCCO)nc(N)c1[N+](=O)[O-]

assay / compound	1	2	3	4	5	6	7	8
LANA DNA inh	0.3	0.2	-0.1	-2.9	-1.3	-1.1	-2.6	.
Arr AP2 block	-0.8	-0.1	3.9	32.0	-10.3	.	-17.4	5.9
CAL PDZ FP-1	-0.2	-0.6	-0.7	-0.5	.	-2.4	-2.3	.
Keap1-Nrf2 PPI	0.5	-1.2	-2.7	2.9	1.5	-1.4	6.0	.
NSD2 inh	-0.9	-0.5	4.2	-3.5	-3.1	-1.9	-0.4	0.7
DAGLB inh	-1.4	-4.3	-0.8	-2.9	-3.5	-0.7	3.2	.
CAL PDZ FP-2	6.2	-2.5	-5.1	-1.2	-5.0	-0.8	-5.3	.
Cardiac RTF inh	8.3	-2.2	-3.1	6.4	-1.7	-5.1	-17.8	.
Pemphigus Ab inh	112.9	115.1	98.0	115.0	98.8	102.5	112.9	95.7
V-ATPase pHluor	-1.3	1.0	0.3	2.7	-6.1	2.9	2.6	0.8

9) O=C(NCc1cccc2ccccc12)c1cccs1
10) Cc1cccc(CN2CCOCCS2(=O)=O)c1
11) CCCCC1(Cc2ccc(OC)c([N+](=O)[O-])c2)C(=O)N(c2ccccc2)N(c2ccccc2)C1=O
12) CCOc1ccc(S(=O)(=O)N2CCC(C(=O)NCC3CCCO3)CC2)cc1 (configuration not stated)
13) CCOc1ccc(C2=CSC3=NCCN23)cc1
14) Cc1nn(Cc2ccc(F)cc2)c(C)c1NC(=O)c1cnn2c1NC(c1cccs1)CC2C(F)(F)F (configuration not stated)
15) COc1ccccc1N(C)S(=O)(=O)c1ccc(C(=O)N2CCC2)cc1
16) C=CCOc1cccc(C(=O)N2CCC(CCC(=O)NC3CC3)CC2)c1

assay / compound	9	10	11	12	13	14	15	16
LANA DNA inh	0.1	0.8	-0.8	0.9	-2.6	1.3	-1.2	-0.5
Arr AP2 block	1.4	-4.3	-3.1	3.2	-0.9	-5.4	-14.2	-27.4
CAL PDZ FP-1	-5.4	0.2	-0.2	-1.2	-1.3	-2.5	-1.7	-1.5
Keap1-Nrf2 PPI	-3.0	2.0	-1.1	3.1	-4.0	-0.1	0.1	-3.7
NSD2 inh	.	.	-1.8	0.6	7.8	-2.6	-2.0	3.1
DAGLB inh	-5.2	-4.0	3.4	-0.4	1.8	4.6	-1.6	0.8
CAL PDZ FP-2	-1.3	0.3	-5.8	9.8	-1.5	-4.1	5.3	-2.8
Cardiac RTF inh	-26.7	-1.8	-1.5	4.6	-1.8	-0.7	-9.4	7.3
Pemphigus Ab inh	101.9	103.4	113.6	109.5	116.8	.	92.7	99.4
V-ATPase pHluor	-0.6	-1.2	2.3	-3.7	-0.1	-2.0	0.1	2.0

An excerpt from above in order of heavy-atom count, ascending.
10) Cc1cccc(CN2CCOCCS2(=O)=O)c1
9) O=C(NCc1cccc2ccccc12)c1cccs1
8) COc1ccccc1Nc1nc(NCCO)nc(N)c1[N+](=O)[O-]
3) O=C(C/C=N\OCc1ccc([N+](=O)[O-])cc1)Nc1ccc(Br)cc1
15) COc1ccccc1N(C)S(=O)(=O)c1ccc(C(=O)N2CCC2)cc1
16) C=CCOc1cccc(C(=O)N2CCC(CCC(=O)NC3CC3)CC2)c1
7) Cc1cc(C)n(-c2nc3c(c(=O)[nH]c(=O)n3C)n2Cc2cccc(Br)c2)n1
2) O=C(COC(=O)/C=C/c1ccc(OC(F)F)cc1)NC(=O)NC1CCCCC1
1) CCOc1ccc(NC(=S)N2CCN(S(=O)(=O)c3ccc(OC)cc3)CC2)cc1
11) CCCCC1(Cc2ccc(OC)c([N+](=O)[O-])c2)C(=O)N(c2ccccc2)N(c2ccccc2)C1=O

assay / compound	10	9	8	3	15	16	7	2	1	11
LANA DNA inh	0.8	0.1	.	-0.1	-1.2	-0.5	-2.6	0.2	0.3	-0.8
Arr AP2 block	-4.3	1.4	5.9	3.9	-14.2	-27.4	-17.4	-0.1	-0.8	-3.1
CAL PDZ FP-1	0.2	-5.4	.	-0.7	-1.7	-1.5	-2.3	-0.6	-0.2	-0.2
Keap1-Nrf2 PPI	2.0	-3.0	.	-2.7	0.1	-3.7	6.0	-1.2	0.5	-1.1
NSD2 inh	.	.	0.7	4.2	-2.0	3.1	-0.4	-0.5	-0.9	-1.8
DAGLB inh	-4.0	-5.2	.	-0.8	-1.6	0.8	3.2	-4.3	-1.4	3.4
CAL PDZ FP-2	0.3	-1.3	.	-5.1	5.3	-2.8	-5.3	-2.5	6.2	-5.8
Cardiac RTF inh	-1.8	-26.7	.	-3.1	-9.4	7.3	-17.8	-2.2	8.3	-1.5
Pemphigus Ab inh	103.4	101.9	95.7	98.0	92.7	99.4	112.9	115.1	112.9	113.6
V-ATPase pHluor	-1.2	-0.6	0.8	0.3	0.1	2.0	2.6	1.0	-1.3	2.3

14) Cc1nn(Cc2ccc(F)cc2)c(C)c1NC(=O)c1cnn2c1NC(c1cccs1)CC2C(F)(F)F (configuration not stated)

assay / compound	14
LANA DNA inh	1.3
Arr AP2 block	-5.4
CAL PDZ FP-1	-2.5
Keap1-Nrf2 PPI	-0.1
NSD2 inh	-2.6
DAGLB inh	4.6
CAL PDZ FP-2	-4.1
Cardiac RTF inh	-0.7
Pemphigus Ab inh	.
V-ATPase pHluor	-2.0

Further entries follow.
17) C=CCc1ccc(OCC(O)CN2CCCCC2C)c(OC)c1 (configuration not stated)
18) CC(C)C(C(=O)NCc1ccccc1)N(CC1CCCO1)C(=O)CNS(=O)(=O)c1ccccc1 (configuration not stated)
19) COc1ccc(CCNC(=O)CCC(=O)N2CCOc3ccc(C)cc32)cc1OC
20) O=c1cc(N2CCN(c3cccc(Cl)c3)CC2)[nH]c(=O)n1C1CCCCC1
21) C/C(=N\Nc1cc(C)nc(NCc2ccccc2)n1)c1ccc([N+](=O)[O-])cc1
22) O=C(c1cc(-c2ccccc2O)on1)N1CCc2ccccc2C1

assay / compound	17	18	19	20	21	22
LANA DNA inh	-4.1	-0.5	0.7	-0.3	-1.5	-0.5
Arr AP2 block	9.9	-3.0	-1.9	-3.1	-12.0	-7.2
CAL PDZ FP-1	-0.5	-2.6	-0.8	-0.7	2.0	0.1
Keap1-Nrf2 PPI	-0.6	-1.3	-0.8	0.2	-3.6	-7.9
NSD2 inh	.	0.7	.	7.4	-0.2	.
DAGLB inh	-0.7	1.9	1.0	-0.4	2.2	-3.3
CAL PDZ FP-2	.	-6.7	.	-2.7	1.4	.
Cardiac RTF inh	-11.2	-4.8	4.6	3.9	-0.4	-12.9
Pemphigus Ab inh	104.9	94.5	90.4	106.7	98.3	111.1
V-ATPase pHluor	11.0	-1.2	-1.0	1.3	2.0	-1.3

Bioassay records deposited in PubChem BioAssay by several laboratories.

Only part of the results is shown; rates above refer to the full screens.
